Bioassay records: PubChem, National Center for Advancing Translational Sciences (NCATS)
PTHR1 ag: PTHR1 (human) receptor agonism; HEK293 GP2 PTHR1 cells, GloSensor cAMP luminescence, 1 h; Potency, µM (top dose mostly 115 µM), for the others: at the top dose activation, usual class: activators; Q03431; 0.075% of 410,000 active; active means well fitted activation curve with a large enough effect; inconclusive means small, poorly fitted or top-dose-only effect, or another doubt; inactive means no such curve, though single readings can be large or run the other way; further: potency means the concentration at half of the fitted maximal effect; nearly all actives have a fitted effect of over 55% in size; some results filed as inactive show a strong effect at the top dose; inactives centre near -15; many of its hits are not listed in these tables
Target sequence (Q03431 whole entry, looked up): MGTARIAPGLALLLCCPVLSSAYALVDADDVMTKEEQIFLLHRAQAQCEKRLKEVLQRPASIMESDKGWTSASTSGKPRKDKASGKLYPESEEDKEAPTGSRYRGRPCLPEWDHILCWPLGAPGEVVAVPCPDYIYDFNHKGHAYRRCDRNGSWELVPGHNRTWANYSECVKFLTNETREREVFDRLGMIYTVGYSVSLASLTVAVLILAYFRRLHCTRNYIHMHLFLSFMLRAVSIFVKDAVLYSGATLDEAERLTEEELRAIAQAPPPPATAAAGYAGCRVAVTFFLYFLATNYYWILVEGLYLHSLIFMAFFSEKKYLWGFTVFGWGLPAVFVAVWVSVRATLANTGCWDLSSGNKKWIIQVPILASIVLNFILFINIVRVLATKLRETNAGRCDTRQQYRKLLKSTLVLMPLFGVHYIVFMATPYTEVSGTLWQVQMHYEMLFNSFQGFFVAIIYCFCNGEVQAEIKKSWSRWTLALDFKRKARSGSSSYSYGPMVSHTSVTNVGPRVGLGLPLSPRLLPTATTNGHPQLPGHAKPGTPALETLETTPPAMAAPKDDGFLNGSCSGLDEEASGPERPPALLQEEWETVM
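HEK-293-derived GP2 cells expressing PTHR1 and a GloSensor cAMP reporter, 3,000/well, plated overnight, given luciferin plus IBMX (each 0.5 mM as added) for 1 h at 37 °C, then compound for 1 h at 37 °C. Luminescence was read after 15 min at room temperature.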
DRD3 agonist: activates the human D3 dopamine receptor | P35462 | D3R DiscoveRx beta-arrestin cells, luminescence, 90 min | max activation, % | 0.58% of 410,000 active | AID 652048; in the data active means max activation above about 30%; further: 0% is about no effect; mostly tested at two doses, the higher about 12 µM
Target sequence (P35462 whole entry, looked up): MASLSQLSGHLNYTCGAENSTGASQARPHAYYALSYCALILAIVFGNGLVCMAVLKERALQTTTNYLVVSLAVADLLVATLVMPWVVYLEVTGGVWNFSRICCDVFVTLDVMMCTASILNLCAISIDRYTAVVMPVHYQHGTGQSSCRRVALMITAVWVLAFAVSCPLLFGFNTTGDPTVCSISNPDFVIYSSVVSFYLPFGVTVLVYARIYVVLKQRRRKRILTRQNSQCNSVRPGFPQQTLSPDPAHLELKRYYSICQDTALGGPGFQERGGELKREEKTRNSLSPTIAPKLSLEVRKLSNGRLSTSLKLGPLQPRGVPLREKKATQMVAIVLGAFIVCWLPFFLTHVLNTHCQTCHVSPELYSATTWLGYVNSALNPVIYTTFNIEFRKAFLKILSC
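Agonist-mode cell screen: cells plated at 1500/well and incubated overnight at 37 °C, then exposed to library compounds for 90 min at 37 °C. Detection reagent was added for 30–60 min at room temperature, and luminescence was read.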
* marks the source's active call; other numbers are inactive results; i = inactive; ? = inconclusive; [ ] = another dose, or the depositor's remark. These rows are one share of the data. The share of hits here may be higher or lower than overall.

Preview, two compounds:
SMILES	PTHR1 ag	DRD3 agonist
CCOc1ccc(NC(=O)NC(C)c2c(-n3cccc3)sc3c2CCN(CC)C3)cc1 (stereo unspecified)	i	-19
CC(CCc1ccccc1)NC(=O)Cn1c(=O)nc(-c2ccccc2)c2cc(Cl)ccc21 (stereo unspecified)	i	6

The list itself, from the first entry:
SMILES	PTHR1 ag	DRD3 agonist
CCOc1ccc(NC(=O)NC(C)c2c(-n3cccc3)sc3c2CCN(CC)C3)cc1 (stereo unspecified)	i	-19
CC(CCc1ccccc1)NC(=O)Cn1c(=O)nc(-c2ccccc2)c2cc(Cl)ccc21 (stereo unspecified)	i	6
Cc1ccc(-c2nc3nc(C)cc(N4CCN(c5cccc(C)c5C)CC4)n3n2)cc1	8%	-10
O=C(c1cc2ccccc2oc1=O)N1CCN(c2ccc(F)cc2)CC1	-8%	-1
CCC(CC)C(=O)Nc1nnc(SCc2cc(=O)n3cccc(C)c3n2)s1	-18%	62*
COc1cccc2cc(-c3nc(Cl)c4c5c(sc4n3)CC(C)CC5)c(=O)oc12 (stereo unspecified)	-21%	9
Cc1ccc(C)c(CN2C(=O)c3ccccc3Sc3ccc(C(=O)NCCCOC(C)C)cc32)c1	-1%	-1
CCOc1ccc(NC(=O)Cn2c(=O)oc3cc(S(=O)(=O)NC4CCCC4)ccc32)cc1	-19%	1
O=S(=O)(c1ccc(F)cc1)N1CCC(Oc2cccc(C(F)(F)F)c2)CC1	-60%[inhibitor]	2
Cc1ccc(CNC(=O)CCCn2c(=O)c3ccccc3n(CC(=O)C(C)(C)C)c2=O)cc1	-44%[inhibitor]	9
Cc1ccc(-c2nc(CCNC(=O)C(=O)Nc3ccc(F)cc3F)cs2)cc1	i	11
CCN(c1ccccc1)S(=O)(=O)c1ccc(-c2cc(C)no2)s1	-49%[inhibitor]	-19
Cc1cccc(-c2nc(CN3CCCC(C(=O)NCCc4ccc(Cl)cc4)C3)c(C)o2)c1 (stereo unspecified)	-24%	-20
CCOc1ccc(CNC(=O)c2nn(-c3ccc(OC)cc3)c(=O)c3c2c2ccccc2n3C)cc1	8%	-7
COc1ccc(OCc2nc(-c3ccc(-n4cccc4)cc3)no2)cc1	-4%	-4
Cc1cc(Nc2ccc(C(C)C)cc2)nc(-n2nc(C)cc2C)n1	i	-23
Cc1ccc(NC(=O)c2ccc3c(c2)NC(=O)c2ccccc2S3)cc1	-49%[inhibitor]	-7
Cc1ccc(Cl)c2sc(NC(=O)CS(=O)(=O)c3ccc(Cl)cc3)nc12	-4%	-2
CCOc1ccccc1C(=O)N(Cc1ccccc1F)C1CCS(=O)(=O)C1 (stereo unspecified)	i	6
CCOc1ccc(C(=O)Nc2ccc3oc(-c4ccc(Br)cc4)nc3c2)cc1	-4%	1
COc1ccc(NC(=O)N(CCC(C)C)C(C)c2cccs2)c(OC)c1 (stereo unspecified)	-6%	3
Cc1nc2c(c(C)nn2-c2ccccc2)c(C)c1CCC(=O)Nc1ccc(F)cc1	-18%	44*
COc1cc2nc(SCc3ccc(C)cc3)n3nc(CCn4nc(C)cc4C)nc3c2cc1OC	-46%	-9
Cc1ccc(NC(=O)CN2C(=O)CSc3ccc(S(=O)(=O)N4CCCC4)cc32)c(C)c1	-34%[inhibitor]	-11
CC(C)CCNC(=O)c1ccc2nc(CCc3ccccc3)oc2c1	i	1
CCc1ccc(-c2nc(CS(=O)CC(=O)NCc3ccc(F)cc3)c(C)o2)cc1 (stereo unspecified)	-1%	5
COCCNc1nc2c(S(=O)(=O)c3ccccc3)nnn2c2ccc(Cl)cc12	?	9
O=C(NCCCN1CCN(c2ccc(F)cc2)CC1)c1sc2ncccc2c1-n1cccc1	i	-15
CCSc1ncc(Cl)c(C(=O)N(Cc2ccccc2)c2ccc(OC)cc2)n1	-53%[inhibitor]	-16
Cc1ccc(OCCCCn2c(-c3ccc(Cl)cc3)nc3ccccc3c2=O)cc1	i	-3
CCn1cc(C(=O)NCc2ccccc2Cl)c(=O)c2cc(S(=O)(=O)N3CCCCC3)ccc21	i	-13
Cc1ccc2c(c1)cc1c(=O)n(CC(=O)NC(C)CCc3ccccc3)nc(C)n12 (stereo unspecified)	i	-12
CCOc1cccc(CNC(=O)c2ccc(N3CCCC3)c(NC(=O)NCc3ccccc3)c2)c1	-38%[inhibitor]	5
Cc1cc(C)c(NC(=O)CCN2C(=O)c3ccccc3Sc3ncccc32)c(C)c1	i	-11
COc1ccc(CCNC(=O)C(=O)NCC(c2cccnc2)N2CCN(c3ccccc3)CC2)cc1 (stereo unspecified)	-94%[inhibitor]	1
COc1ccc(Cl)cc1NC(=O)C1CCN(c2ncnc3c2nc2n3CCCCC2)CC1	i	-11
COc1cc(C(=O)N(Cc2cccnc2)c2nc3cc(C)c(C)cc3s2)cc(OC)c1OC	12%	-16
CCOc1cc(C(=O)Nc2ccc3c(c2)n(C)c(=O)c(=O)n3C)cc(OCC)c1OCC	-21%	-1
O=C1CCSC2(C(=O)N(Cc3ccccc3)c3ccccc32)N1c1ccccc1 (stereo unspecified)	i	-5
Cc1sc(NC(=O)COc2ccc(C(C)(C)C)cc2)c(C(=O)OC(C)C)c1C	-21%	5
COc1ccc(Cl)cc1S(=O)(=O)N1CCN(CC(=O)Nc2ccccc2C(F)(F)F)CC1	-9%	14
O=C(CN1C(=O)COc2ccc(S(=O)(=O)N3CCCC3)cc21)N1CCN(c2ccc(F)cc2)CC1	-11%	-4
COc1ccc(CCNC(=O)CSc2nc(-c3ccc(F)cc3)cc(C(F)(F)F)n2)cc1OC	-15%	-13
Cc1ccc(S(=O)(=O)NCC(Nc2cccc(Cl)c2)c2ccccc2)cc1 (stereo unspecified)	-32%	-1
O=C(Cn1ncc2c1-c1ccccc1OC2)N1CCN(c2ccccc2F)CC1	i	4
CCCC(=O)NC(C)c1nc2ccccc2n1Cc1ccccc1 (stereo unspecified)	i	4
CCOC(=O)c1cc(-c2ccc(OC)cc2)n(CCC(=O)Nc2ccc(OC)cc2OC)c1C	i	11
Cn1c(=O)n(C)c2cc(N3CCOCC3)c(NS(=O)(=O)c3ccc(F)cc3)cc21	13%	-1
Cc1cccc(NC(=O)c2sc(-n3nc(C)c(CCC(C)C)c3C)nc2C)c1C	10%	6
Cc1ccccc1C(=O)Nc1ccc2nc(N3CCCCC3)cc(C)c2c1	-16%	-11
COc1ccc(/C=C/C(=O)Nc2sc(C)c(C)c2C(=O)O)cc1	-6%	-16
CC1=C(c2ccc(Cl)cc2)S(=O)(=O)NC1=NCc1ccc(C)cc1	i	0
COc1ccc(NC(=O)c2sc3nc(C)c(C(=O)Nc4ccc(C)cc4C)c(-c4sccc4C)c3c2N)cc1	i	1
Cc1ccc(-c2nc3cc(C(C)C)ccc3o2)cc1NC(=O)c1cc([N+](=O)[O-])ccc1N1CCOCC1	-15%	3
Cn1cccc1-c1cc2n(n1)CCC(=O)N2CCCC(=O)NCc1ccc(F)cc1	6%	-6
Cc1ccc(-n2ncc3c(N(CC(C)C)CC(C)C)ncnc32)c(C)c1	i	-1
O=C(c1ccc2c(c1)CCCC2)N1CCN(c2nc3c(F)cccc3s2)CC1	i	-9
Cc1c(Cl)cccc1NC(=O)Cn1cnc2nc3c(cc2c1=O)CCCC3	i	-8
CCc1ccc(NC(=O)CN2C(=O)C3(SCC(=O)N3c3ccc(F)c(F)c3)c3ccccc32)cc1 (stereo unspecified)	i	-3
COCCCNC(=O)c1cnc2sc(N3CCCCCC3)nn2c1=O	-23%	12

Exported with each value named: part of the list above
Cc1cccc(NC(=O)c2sc(-n3nc(C)c(CCC(C)C)c3C)nc2C)c1C
  PTHR1 ag: 10% | DRD3 agonist: 6

Cc1ccc(NC(=O)CN2C(=O)CSc3ccc(S(=O)(=O)N4CCCC4)cc32)c(C)c1
  PTHR1 ag: -34%[inhibitor] | DRD3 agonist: -11

CCOc1ccc(CNC(=O)c2nn(-c3ccc(OC)cc3)c(=O)c3c2c2ccccc2n3C)cc1
  PTHR1 ag: 8% | DRD3 agonist: -7

CC1=C(c2ccc(Cl)cc2)S(=O)(=O)NC1=NCc1ccc(C)cc1
  PTHR1 ag: i | DRD3 agonist: 0

The results go on:
SMILES	PTHR1 ag	DRD3 agonist
CCN(c1cc(C)cc(C)c1)S(=O)(=O)c1nnc(NC(=O)c2cccc(F)c2)s1	-33%	-29
CCOc1cccc(C2Oc3nc(SC)nnc3-c3ccccc3N2C(C)=O)c1OC (stereo unspecified)	-5%	6
CCCCN(CCCC)CCNC(=O)c1cc(=O)[nH]c2ccc(S(=O)(=O)N3CCCCCC3)cc12	15%	-17
Cc1cc(C)n2nc(CNC(=O)c3c(F)cccc3F)nc2n1	-14%	-11
COc1cc(NC(=O)CCc2c(C)nn(-c3ccc(N4CCCCC4)nn3)c2C)cc(OC)c1OC	i	73*
COc1cc2c(cc1OC)C(COc1cc(C)cc(C)c1)N(C(=O)COc1ccccc1)CC2 (stereo unspecified)	-24%	6
CCSc1nnc2c(n1)OC(c1sccc1C)N(C(C)=O)c1ccccc1-2 (stereo unspecified)	i	-2
CCOC(=O)C1CCC(CN(Cc2ccc(OC)cc2)S(=O)(=O)c2ccc(C)cc2)CC1 (stereo unspecified)	i	-13
Cc1ccccc1CNC(=O)c1ccc2nc(C(C)C)oc2c1	i	9
O=c1c2ccccc2nc2sc(Nc3cccc(C(F)(F)F)c3)nn12	-17%	-1
CCOCCCNC(=O)c1cc(Sc2cccc(Cl)c2)nc2ccccc12	-73%[inhibitor]	1
O=C(Cn1ccc2cc(S(=O)(=O)N3CCCCC3)ccc21)NCCc1ccc(Cl)cc1	-25%	-10
Cc1ccc(CNC(=O)c2cc(-c3ccc(C)c(C)c3)nc3ccccc23)cc1	-50%	4
COc1ccc(CCNc2ncnc3c2cnn3-c2cc(Cl)ccc2C)cc1	-52%[inhibitor]	2
COc1cc(CN(C(=O)COc2ccc(F)cc2)c2ccccn2)cc(OC)c1OC	i	6
CCOC(=O)c1c(S(=O)(=O)N2CCCC(C(=O)NCc3ccccc3OC)C2)c(C)n(C)c1C (stereo unspecified)	-8%	-14
Cn1c(=O)c(=O)n(C)c2cc(S(=O)(=O)N3CCCC3C(=O)Nc3cccc(F)c3)ccc21 (stereo unspecified)	i	-9
Cc1ccc(-n2ncc(C(=O)NCCN3CCCC3)c2C2CCN(C(=O)OC(C)(C)C)CC2)cc1C	-18%	-2
O=C(Nc1ccc2oc(-c3cccc(Cl)c3Cl)nc2c1)c1cccc(Br)c1	?	2
CCOc1ccc(OCC)c(S(=O)(=O)N2CCN(c3cccc(C)c3C)CC2)c1	i	-16
Cc1cccc(-n2c(=O)c3c(c4cc(C)ccc4n3C)n(CC(=O)Nc3ccccc3C(F)(F)F)c2=O)c1	-24%	6
CCS(=O)(=O)N1CC(=O)N(c2cc(Cl)ccc2C)C(C)(C(=O)NC2CCCCCC2)C1 (stereo unspecified)	i	3
COc1ccc(NC(=O)Nc2nnc(N(CC(C)C)CC(C)C)s2)c(OC)c1	-21%	-2
CCc1c(C)sc2c1CCN(Cc1ccccc1F)C2c1ccccc1 (stereo unspecified)	-55%[inhibitor]	5
Cc1ccc2oc(=O)c3cc(C(=O)NCCc4ccc(Cl)cc4)sc3c2c1	-2%	8
CC(C)c1ccc(NC(=O)C2CCCN(S(=O)(=O)c3cccc4nonc34)C2)cc1 (stereo unspecified)	-22%	9
CC1=C(C(=O)Nc2ccccc2Cl)C(c2cccs2)n2ncnc2N1 (stereo unspecified)	15%	2
CCOc1ccc(NC(=O)N(C)CCc2c(C)nn(C)c2C)cc1	i	1
O=C(Nc1nnc(S(=O)(=O)N2CCc3ccccc32)s1)c1cccc(Cl)c1	-85%[inhibitor]	-11
Cc1ccc(C)c(NC(=O)CCCn2nc(C)c3sc4ccccc4c3c2=O)c1	?	-3
Cc1cccc(C)c1OCc1cc(=O)n2c3c(sc2n1)CCCC3	-18%	3
Cc1ccc(C)c(Cn2c(=O)cc(C(F)(F)F)c3c(C)nn(C)c32)c1	-18%	-3
COc1ccc(NC(=O)CCc2c(C)nc3c(-c4ccccc4)c(C)nn3c2C)cc1Cl	i	8
Cc1cc(Br)ccc1NC(=O)c1coc(=O)c2ccccc12	i	-20
Cc1nc(N)c(S(=O)(=O)c2ccccc2)c(Nc2ccc(Br)cc2)n1	i	-3
CCCOc1ccc(C(=O)Nc2sc3c(c2C(=O)OCC)CCCCC3)cc1	i	5
Cc1ccc(OCCCCn2nnc3sc4c(c3c2=O)CCCC4)cc1	-25%	6
CCC12CN3CC(C)(CN(C1)C3c1ccccc1C)C2=O (stereo unspecified)	-21%	6
Cc1cc(C)cc(NC(=O)c2cc(S(=O)(=O)N3CCCCCC3)cn2C)c1	i	5
CCC(C)n1c(=N)c(S(=O)(=O)c2ccc(C)cc2)cc2c(=O)n3cc(C)ccc3nc21 (stereo unspecified)	-24%	0
